CXXC DNA block = blocks binding of human MLL CXXC domain to DNA. Q03164. MLL-CXXC / FITC-HOXA9 DNA fluorescence polarization. Potency, µM (doses to about 115 µM), without a hit: top-dose activity change, negative = inhibition, actives largely listed as inhibitors. hit rate 0.037% among 290,000. AID 2662; active means well fitted inhibition curve with a large enough effect in the polarisation, with a control signal flat, not every such curve was filed as active; inconclusive means small, poorly fitted or top-dose-only effect, or effect the other way, or a change in a side signal; inactive means no such curve, though single readings can be large or run the other way; the % refers to the polarisation; further: potency means the concentration at half of the fitted maximal effect
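Purified MLL-CXXC (added from a 7 uM solution) was preincubated 5 min at ambient with pinned compounds in 50 mM Tris-HCl pH 7.5, 50 mM NaCl, 1 mM DTT, 0.05% BSA. Fluorescein-labeled HOX-A9 DNA (50 nM solution) followed, 30 min, then polarization read.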
TCR act = activates T cell receptor signaling; 330,000 tested, under 10 active; Potency, µM (top dose mostly 9.22 µM), for the others: at the top dose activation of IL-2 secretion, hits mostly activators; primary human leukocytes, anti-CD3, IL-2 HTRF, 48 h; further: % of control where 0% means no effect
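Human primary leukocytes + a-CD3 beads + cpd, 48 hr; IL-2 in supernatant by HTRF (ex 320nm / em 665nm). No co-stimulatory signal supplied.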
B2AR arrestin = recruits beta-arrestin to the human beta2-adrenergic receptor | Potency, µM (top dose mostly 46.1 µM), inactives show at the top dose activation, most hits filed as activators | beta-arrestin recruitment to beta2AR, cell-based reporter | P07550 | hit rate 0.02% among 330,000 | AID 492947;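 further: potency means the concentration at half of the fitted maximal effect; 0% = DMSO controls and full agonism = EC100 isoproterenol or metaproterenol; nearly all actives have a fitted effect of over 65% in size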
Target sequence (P07550 whole entry, looked up): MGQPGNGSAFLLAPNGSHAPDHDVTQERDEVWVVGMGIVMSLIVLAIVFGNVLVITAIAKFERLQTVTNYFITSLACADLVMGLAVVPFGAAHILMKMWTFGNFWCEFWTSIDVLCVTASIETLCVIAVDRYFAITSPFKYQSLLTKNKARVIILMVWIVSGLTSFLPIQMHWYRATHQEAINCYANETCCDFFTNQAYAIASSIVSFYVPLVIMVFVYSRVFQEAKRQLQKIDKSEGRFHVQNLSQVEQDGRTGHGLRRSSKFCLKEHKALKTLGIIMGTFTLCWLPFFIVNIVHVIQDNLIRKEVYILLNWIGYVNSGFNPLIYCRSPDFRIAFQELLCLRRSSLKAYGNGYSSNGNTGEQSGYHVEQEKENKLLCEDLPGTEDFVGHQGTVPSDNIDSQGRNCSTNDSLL
ELG1 DNA repair = ELG1-dependent DNA repair inhibition. HEK293T ELG1-luciferase reporter, luminescence, 16 h; DNA damage induced by 5-fluorouridine. hit rate 2.3% among 330,000. AID 504467. Potency, µM (titrated, usually from 46.1 µM), without a hit: at the top dose activity change, negative = inhibition, hits mostly inhibitors; further: potency means the concentration at half of the fitted maximal effect; on the % scale 0 is the no-effect control and ±100 the full control effect; nearly all actives have a fitted effect of over 55% in size
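In this reporter screen, reduction of luminescence relative to DMSO vehicle indicated activity. Compounds and 5-fluorouridine were added together to 2,000 cells per well, incubated for 16 hr at 37 °C, then developed with ONE-Glo.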
TRPV1 agonist = agonists of human vanilloid receptor 1 (TRPV1) | Q8NER1 | TRPV1-expressing cells, Fluo-8 calcium influx, agonist mode | activation, % at 8.33 µM | hit rate 0.19% among 320,000 | AID 540275; in the data active means activation above about 80%; inconclusive means between about 30% and that limit; further: 0% is about no effect
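TRPV1-expressing cells were cultured overnight at 35.5C and loaded with Fluo-8 calcium dye for 40 to 90 min at room temperature. After a 10 s baseline, compound was added and calcium influx was read kinetically for 3 min (ex 480/em 520 nm).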
Integrin act MD = activates integrin-mediated alleviation for muscular dystrophy; Potency, µM (titrated, usually from 38.3 µM), for inactives: top-dose activation, usual class: activators; alpha7betagal myoblasts, beta-gal FDG fluorescence, 48 h; hit rate 0.064% among 350,000;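 further: potency means the concentration at half of the fitted maximal effect; 100% = response of the positive control SU9516; nearly all actives have a fitted effect of over 60% in size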
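Alpha7betagal+/- myoblasts (passage 13) were plated 16-24 hr, then exposed to compounds (1:260 dilution of DMSO stock) for 48 hours at 37C. After MPER lysis, β-galactosidase reporter activity was read as FDG fluorescence (ex 480/em 540) after 30 minutes.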
TSG101-PTAP inh = blocks PTAP/TSG101 interaction to inhibit HIV-1 budding; Q99816; Fluorescence polarization, FITC-PTAP peptide / Tsg101 binding; Potency, µM (highest dose often 115 µM), for inactives: top-dose activity change, negative = inhibition, actives largely listed as inhibitors; 340,000 tested, under 10 active; active means well fitted inhibition curve with a large enough effect in the main read-out, with a control signal flat, not every such curve was filed as active; inconclusive means small, poorly fitted or top-dose-only effect, or effect the other way, or a change in a side signal; inactive means no such curve, though single readings can be large or run the other way; further: potency means the concentration at half of the fitted maximal effect; % of control where 0% means no effect
Target sequence (Q99816 whole entry, looked up): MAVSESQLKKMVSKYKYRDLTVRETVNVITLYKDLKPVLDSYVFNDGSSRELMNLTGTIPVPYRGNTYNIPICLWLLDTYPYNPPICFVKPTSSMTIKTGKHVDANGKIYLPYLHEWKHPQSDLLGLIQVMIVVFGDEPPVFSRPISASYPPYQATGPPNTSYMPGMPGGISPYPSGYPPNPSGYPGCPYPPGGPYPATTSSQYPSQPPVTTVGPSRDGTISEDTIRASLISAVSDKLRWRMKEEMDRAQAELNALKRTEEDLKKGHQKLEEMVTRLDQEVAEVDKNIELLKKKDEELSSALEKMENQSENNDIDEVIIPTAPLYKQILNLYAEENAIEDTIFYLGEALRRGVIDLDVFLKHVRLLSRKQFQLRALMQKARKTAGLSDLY
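Tsg101 binding domain (10 uM final) was mixed with compound and a FITC-labeled PTAP peptide (50 nM final) in HEPES pH 7.5 buffer with NaCl, Tween 20, EDTA and TCEP; fluorescence polarization was read after 20 min at r.t.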
BRCA1 expr up = increases BRCA1 expression. AID 624202. Potency, µM (series often up to 46.1 µM), for inactives: at the highest dose activation, hits mostly activators. hit rate 1.1% among 380,000. MCF7-BRCA1-FFLuc reporter, luminescence, 48 h; response scale: scaled: vehicle 0%, 10 µM genistein 100%; further: potency means the concentration at half of the fitted maximal effect; nearly all actives have a fitted effect of over 80% in size; some results filed as inactive show a strong effect at the top dose
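Luminescence from a BRCA1-driven firefly luciferase in MCF7 cells was the read-out, taken 15 min after substrate addition following 48 h compound exposure at 37 °C. Data were normalized to a 10 microM genistein control and DMSO vehicle.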
AT treatment = candidate therapy for ataxia-telangiectasia; […] A-T fibroblasts, KAP-1 phosphorylation AlphaLISA; neocarzinostatin DNA damage 30 min before lysis; Potency, µM (series often up to 57.5 µM), without a hit: at the highest dose activation, actives largely listed as activators; hit rate 0.19% among 320,000; further: potency means the concentration at half of the fitted maximal effect; % of control where 0% means no effect; nearly all actives have a fitted effect of over 45% in size
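ATM-like activity read as KAP-1 phosphorylation via AlphaLISA donor/acceptor antibody pairs after lysis and 6 hr at 25C. Cells were ATM-null patient fibroblasts ([…], hTERT), dosed 60 min, then exposed to the DSB inducer NCS for 30 min.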
p53 reactivation = mutant p53 re-activation in reporter cells; hit rate 0.063% among 320,000; H1299 p53-A138V BP100-luciferase reporter, luminescence, 24 h; Potency, µM (highest dose often 92.2 µM), for inactives: at the top dose activity change, positive = activation, hits mostly activators; further: potency means the concentration at half of the fitted maximal effect; % of control where 0% means no effect; nearly all actives have a fitted effect of over 45% in size
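H1299 (p53-null), stable ts p53-A138V + BP100-Luc; 1000 cells/well, Opti-MEM/10% FBS; cpd 4 pt, 1:5; 24 h, 37 deg C, 5% CO2; detection reagent 10 min RT; luminescence.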
An asterisk follows results filed as active; ? = inconclusive; · = no result given; [ ] = dose if it differs, or a comment. Unless noted, the call rests on the fitted dose curve; in most records, active means well fitted curve in the direction sought with a large enough effect; inconclusive means small, poorly fitted or top-dose-only effect, or another doubt; inactive means no such curve, though single readings can be large; an effect the other way counts as inactive or inconclusive.

SMILES	CXXC DNA block	TCR act	B2AR arrestin	ELG1 DNA repair	TRPV1 agonist	Integrin act MD	TSG101-PTAP inh	BRCA1 expr up	AT treatment	p53 reactivation
CN(C)CCC1Sc2ccccc2Oc2ccccc21 (configuration not stated)	-2%	0%[46.1 µM]	-0.8%	-10%	-3	-21%	-5%	-15%	5%	-12%
CCN(CC(=O)NCc1ccc(Cl)cc1)C(=O)/C=C/c1cc(OC)c(OC)c(OC)c1	9%	-54%	-0.2%	-13%	4	-11%	0%	-12%	5%	-2%
CCCCCCSc1ccc([C@H]2N[C@@](C)(C(=O)OC)[C@H]3C(=O)N(CC)C(=O)[C@@H]23)cc1	·	-14%	0.1%	-22%	15	-25%	-7%	-47%	22%	-6%
C/C(=N\NC(=O)c1ccc(Cl)c(Cl)c1)c1ccc(Br)s1	5%	9%[46.1 µM]	0.9%	-14%	3	-11%	2%	-48%	5%	-4%
CCOC(=O)/C=C(C)\C=C\c1c[nH]c2ccccc12	12%	0%	3.6%	-9%	0	-11%	0%	-37%	?	15%
COc1cccc(CN2CC(C(=O)NCCc3ccccc3C(F)(F)F)CCC2=O)c1 (configuration not stated)	23%	-6%	-0.4%	6%	8	19%	-2%	0%	4%	-4%
CCOC(=O)c1sc(NC(=O)c2ccc(=O)[nH]c2)nc1C	11%	4%	-0.2%	2%	-1	-3%	3%	-11%	-3%	1%
COc1ccc(C(=O)Nc2nnc(SCC(=O)NC3CCCC3)s2)c(OC)c1	3%	1%	-1.2%	?	-2	-18%	-3%	?	4%	?
O=C(COC(=O)c1c(F)cccc1F)Nc1ccc2[nH]c(=O)[nH]c2c1	11%	3%	0.5%	-9%	-1	8%	-7%	4%	-2%	10%
CCCn1c2ccc(C)cc2c2nnc(SCCN3CCCCC3)nc21	10%	-16%	0.5%	11%	3	-60%[inhibitor]	-1%	-14%	-15%	-6%
COc1ccc(S(=O)(=O)Nc2c(C)cc(C)cc2C)c2cccnc12	14%	2%	0.5%	-6%	3	11%	-6%	19%	-3%	·
COc1ccc([C@H]2CC(=O)C=C(c3cccc(Br)c3)C2)cc1	·	-6%	0.5%	2%	?	-5%	0%	-1%	13%	-6%
COc1ccc(S(=O)(=O)NCc2ccc(C(=O)N3CCN(c4ccccn4)CC3)cc2)cc1	-3%	2%	-0.4%	?	-6	-12%	-1%	-19%	-6%	-1%
COc1ccccc1NS(=O)(=O)c1ccc(C(=O)NCc2ccc(S(N)(=O)=O)cc2)cc1	·	12%[46.1 µM]	-1.2%	-3%	·	-37%	-2%	-10%	-11%	-9%
CCN(CC)c1ccc(NC(=O)CCCOc2cccc(C)c2)cc1	3%	-1%	0.0%	-24%	0	-2%	2%	-7%	-5%	0%
O=C1c2cccc3cccc(c23)C(=O)N1CCCCCc1n[nH]c(=S)o1	-2%	-2%	-0.1%	11%	0	?	-1%	11%	-3%	-1%
Cn1cnnc1SCC(=O)OCN1C(=O)c2ccccc2C1=O	0%	10%	-0.1%	1%	4	-3%	-1%	-15%	0%	3%
CCCN(CC(=O)Nc1ccc(F)c(F)c1F)C(=O)c1cc(S(=O)(=O)N(C)C)ccc1N1CCCC1	·	10%	·	·	·	0%	1%	-15%	·	·
O=C1CCc2cc(S(=O)(=O)NC(Cc3ccccc3)C(=O)NC3CCCCC3)ccc2N1 (configuration not stated)	-4%	·	-0.8%	-5%	-1	·	·	·	11%	-3%
CO/N=C\CC(=O)Nc1ccc(F)cc1	-1%	5%	-0.3%	8%	4	4%	-3%	-5%	-5%	8%
N=C1C(c2nc3ccccc3c(=O)[nH]2)=C(O)CN1CCc1ccccc1	21%	-3%	0.2%	-5%	1	-17%	0%	23%	-2%	-5%
Cc1ccc(C)c(-c2cc(C(=O)N/N=C/c3cccnc3)c3ccccc3n2)c1	2%	4%	0.1%	9%	8	0%	-4%	-31%	9%	-41%[inhibitor]
CCOc1cccc(C(=O)Nc2cccc(-c3nc4ncccc4o3)c2C)c1	-8%	1%	0.1%	?	-13	1%	-5%	1%	-16%	-11%
O=C(NCCC(=O)N1CCC2(CC1)NCCc1[nH]cnc12)c1cccc(Cl)c1	-5%	-3%	0.2%	?	2	6%	-2%	0%	1%	2%
CN1c2ccccc2C(O)=C(C(=S)Nc2ccc(Cl)cc2)S1(=O)=O	2%	-6%	-0.3%	-7%	4	15%	-7%	-60%	-7%	-2%
COc1ccc(Cl)c2sc(N3CCN(C(C)=O)CC3)nc12	13%	9%	0.5%	-12%	15	-18%	-2%	0%	11%	-13%
C=CCOc1cccc(/C=C/c2nc3ccccc3c(=O)[nH]2)c1	8%	1%	-1.1%	?	-3	-29%	0%	?	5%	?
O=C(Nc1ccc(Cl)cc1)N1CCCN(Cc2ccccc2F)C1	6%	0%	0.0%	-5%	9	-46%[inhibitor]	-1%	4%	·	-4%
[O-][n+]1c2ccccc2c2n1CCN=C2c1ccc(Cl)cc1	·	3%	0.0%	20%	3	-14%	-2%	-11%	12%	?
Cc1cc(-c2nn(-c3ccccc3F)cc2CNCCc2cnc[nH]2)c(C)s1	0%	-1%	-0.1%	2%	3	-19%	-1%	-17%	0%	-3%
CS(=O)(=O)Nc1ccc(C(=O)N2CCc3ccccc3C2)cc1	-4%	5%	-1.1%	5%	1	37%	0%	13%	-3%	-1%
O=C(Cn1c2ccccc2c(=O)c2ccccc21)Nc1cccc(F)c1	8%	0%[46.1 µM]	-0.6%	4%	2	0%	1%	1%	9%	6%
Cn1c(O)c(N=NC(=O)CNC(=O)c2ccccc2)c2ccccc21	24%	-4%	0.3%	-3%	-1	12%	0%	-8%	7%	-2%
COc1ccc(OC)c(CN2CCN(Cc3cc(=O)oc4cc(O)ccc34)CC2)c1	-9%	7%	-0.7%	-7%	-1	-26%	-4%	0%	1%	-2%
CC(=O)Nc1ccc(C(=O)OCC(=O)N2CCN(C(=O)c3ccco3)CC2)cc1	·	1%	-0.2%	6%	-1	-35%	-3%	10%	10%	8%
COc1ccccc1OCC(=O)N/N=C/C=C/c1ccc([N+](=O)[O-])o1	1%	3%[46.1 µM]	6.8%	?	4	-57%[inhibitor]	-1%	-78%[inhibitor]	6%	?
O=C(Nc1ccc(N2CCN(C(=O)c3ccco3)CC2)c(Cl)c1)c1cc2ccccc2o1	1%	3%	-0.2%	5.2µM*	8	-56%[inhibitor]	2%	-97%[inhibitor]	-4%	-5%
O=S(=O)(c1ccccc1)c1cnn2c(C(F)(F)F)cc(-c3ccccc3)nc12	4%	0%	-0.7%	-6%	-2	-22%	-4%	2%	-3%	3%
O=C(Nc1ccncc1)C1(c2ccccc2)CCCC1	-14%	0%	-0.6%	?	-1	-10%	-10%	-2%	-4%	-19%
CCCCn1c(N)c(N(CCOC)C(=O)CSCc2ccc(Cl)c(Cl)c2)c(=O)[nH]c1=O	·	-1%	-0.2%	-1%	0	26%	-5%	-8%	7%	1%
Cc1ccc(C)c(NC(=O)C2CCCN2C(=O)OC(C)(C)C)c1 (configuration not stated)	-1%	-4%	-1.8%	3%	3	-17%	-5%	-9%	-1%	-9%
COCCCNC(=O)/C(C#N)=C/c1c(N2CCCCCC2)nc2ccccn2c1=O	14%	2%	2.4%	-10%	?	-22%	0%	-38%	10%	-7%
COC(CNC(=O)c1ccc(N2CCCC2=O)cc1)OC	3%	0%	-0.2%	?	0	21%	-5%	-1%	-5%	-2%
CCN(C(=O)CSc1nc2cc(C(F)(F)F)ccc2n1Cc1ccccc1)C1CCS(=O)(=O)C1 (configuration not stated)	-1%	0%[46.1 µM]	-1.2%	?	0	7%	-1%	0%	3%	-10%
Cc1cc(C)nc(-n2ncc3c2CC(c2ccc(C(C)C)cc2)CC3=O)n1 (configuration not stated)	-8%	0%[46.1 µM]	0.2%	-23%	?	-25%	-2%	-21%	-2%	-3%
Cc1cc(=O)c(C(=O)O)nn1-c1ccccc1F	-6%	1%	0.3%	·	-4	-6%	-2%	0%	·	·
N#C/C(=C\c1ccccc1Cl)C(=O)Nc1ccccn1	-9%	-6%	-1.0%	5%	1	-6%	-2%	3%	?	1%
CCOc1cc(S(=O)(=O)N2CCN(c3ccc(F)cc3)CC2)c(OCC)cc1-n1cnnn1	-1%	6%	0.3%	?	2	12%	-5%	-3%	10%	2%
CC(=O)Nc1ccc(S(=O)(=O)NCC(=O)N2CCN(S(=O)(=O)c3cccs3)CC2)cc1	·	-22%	0.3%	-3%	0	7%	-3%	6%	8%	0%
CCn1c(=O)c(C(C)=O)c(O)c2ccccc21	1%	7%	0.5%	-10%	-5	0%	-3%	10%	2%	-1%
